GFP derepression = qHTS Assay for Epigenetic Modulators. actives 0.09% (n = 68,000). mouse C127i GFP locus derepression, cytometry, 30 h. Potency, µM (titrated, usually from 46.1 µM), for the others: at the highest dose GFP derepression (activation). AID 597, 2007; also: % of control where 0% means no effect
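Read-out is the number of GFP-positive cells, scored as fluorescent objects 20 to 120 um wide, reflecting derepression of a silenced CMV-GFP reporter in murine C127i cells after 30 h compound exposure at 37 C.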
Hsp90 Hop PPI = qHTS Assay for Disrupters of an Hsp90 Co-Chaperone Interaction; Hsp90 C-terminal peptide / TPR2A (Hop) interaction, human; AlphaScreen TPR2A-His6 binding biotin-Hsp90 C-terminal peptide; Potency, µM (highest dose often 57 µM), for inactives: at the highest dose activity change, negative = inhibition; actives 0.44% (n = 71,000); active = well fitted curve in either direction with a large enough effect; inconclusive = small, poorly fitted or top-dose-only effect, or another doubt; also: potency is read from the fitted curve at half-maximal effect; % is scaled to controls: 0 for no effect and ±100 for the full control effect; many of its hits are not listed in these tables
HBB splice mod = qHTS Assay for Modulators of Hemoglobin Beta Chain Splicing. HBB splicing reporter cell assay, activation; EGFP reporter with mutant IVS2-654 intron; response scale: normalised to 500 nM splice-correcting PNA. Potency, µM (titrated, usually from 46.1 µM), inactives show at the highest dose activation, most hits filed as activators. actives 0.06% (n = 65,000); also: potency is read from the fitted curve at half-maximal effect; 0% is about no effect
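HeLa cells stably expressing EGFP interrupted by mutant beta-globin intron 2 (IVS2-654), 500/well in 2% FCS. Treated with compound for 2 days at 37C. Splicing correction scored as total well GFP intensity (488 nm excitation, 500-520 nm emission); 500 nM antisense PNA served as control.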
BRCT PPI red = qHTS Assay for Inhibitors of BRCT-Phosphoprotein Interaction (Red Fluorophore); Breast cancer type 1 susceptibility protein (Homo sapiens), P38398; BRCT-phosphopeptide binding, red fluorescence polarization; Potency, µM (series often up to 76.9 µM), inactives show at the top dose activity change, negative = inhibition, usual class: inhibitors; actives 0.03% (n = 75,000); also: % is scaled to controls: 0 for no effect and ±100 for the full control effect
Target sequence (P38398 whole entry, looked up): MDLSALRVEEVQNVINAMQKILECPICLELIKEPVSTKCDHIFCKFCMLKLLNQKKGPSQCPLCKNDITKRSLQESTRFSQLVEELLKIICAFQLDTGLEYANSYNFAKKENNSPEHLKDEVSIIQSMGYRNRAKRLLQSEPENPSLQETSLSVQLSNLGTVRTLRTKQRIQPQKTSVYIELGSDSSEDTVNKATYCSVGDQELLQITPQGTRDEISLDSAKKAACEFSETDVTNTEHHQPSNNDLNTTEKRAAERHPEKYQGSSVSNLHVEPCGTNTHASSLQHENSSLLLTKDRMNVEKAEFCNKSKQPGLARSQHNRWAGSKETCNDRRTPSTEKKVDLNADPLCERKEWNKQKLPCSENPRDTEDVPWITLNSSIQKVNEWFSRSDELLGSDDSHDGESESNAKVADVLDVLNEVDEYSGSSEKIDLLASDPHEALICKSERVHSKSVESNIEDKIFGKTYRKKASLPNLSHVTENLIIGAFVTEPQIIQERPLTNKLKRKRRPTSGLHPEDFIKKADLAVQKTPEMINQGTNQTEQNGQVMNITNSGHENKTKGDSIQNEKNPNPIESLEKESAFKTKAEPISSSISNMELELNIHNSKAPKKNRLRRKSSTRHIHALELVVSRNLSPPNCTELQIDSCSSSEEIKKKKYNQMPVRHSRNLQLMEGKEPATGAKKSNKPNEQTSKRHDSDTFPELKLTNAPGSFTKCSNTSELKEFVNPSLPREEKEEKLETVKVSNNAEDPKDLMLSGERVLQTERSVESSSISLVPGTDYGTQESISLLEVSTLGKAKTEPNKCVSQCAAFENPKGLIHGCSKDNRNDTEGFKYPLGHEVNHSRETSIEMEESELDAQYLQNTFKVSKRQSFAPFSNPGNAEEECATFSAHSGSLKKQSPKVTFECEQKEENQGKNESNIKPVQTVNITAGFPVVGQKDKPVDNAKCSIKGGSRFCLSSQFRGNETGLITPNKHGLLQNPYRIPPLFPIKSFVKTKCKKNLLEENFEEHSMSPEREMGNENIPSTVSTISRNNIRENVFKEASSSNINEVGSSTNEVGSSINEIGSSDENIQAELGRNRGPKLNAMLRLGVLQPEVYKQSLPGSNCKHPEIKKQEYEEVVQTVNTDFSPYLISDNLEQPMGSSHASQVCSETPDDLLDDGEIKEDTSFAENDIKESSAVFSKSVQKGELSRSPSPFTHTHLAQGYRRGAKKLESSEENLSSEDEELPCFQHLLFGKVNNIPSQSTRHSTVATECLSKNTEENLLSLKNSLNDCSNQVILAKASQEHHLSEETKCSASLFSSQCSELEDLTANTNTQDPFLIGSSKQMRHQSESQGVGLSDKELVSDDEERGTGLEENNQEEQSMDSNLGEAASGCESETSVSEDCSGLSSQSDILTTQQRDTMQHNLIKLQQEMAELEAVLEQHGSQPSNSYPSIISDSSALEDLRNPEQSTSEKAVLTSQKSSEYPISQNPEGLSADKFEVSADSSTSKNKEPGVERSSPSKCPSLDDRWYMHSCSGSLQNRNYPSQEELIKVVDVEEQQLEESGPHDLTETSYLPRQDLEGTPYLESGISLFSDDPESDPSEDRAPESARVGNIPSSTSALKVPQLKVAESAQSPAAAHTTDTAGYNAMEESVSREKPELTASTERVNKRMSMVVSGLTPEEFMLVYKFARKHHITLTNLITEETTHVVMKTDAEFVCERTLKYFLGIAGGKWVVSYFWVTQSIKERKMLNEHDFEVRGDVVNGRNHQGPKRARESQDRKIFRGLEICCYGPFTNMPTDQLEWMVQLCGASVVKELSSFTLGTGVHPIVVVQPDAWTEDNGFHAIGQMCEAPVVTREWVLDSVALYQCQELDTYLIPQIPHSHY
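Rhodamine-labelled pBACH1 10-mer (100 nM) bound to BRCT domain (100 nM) at pH 7.3; compounds incubated 12 min room temperature, polarization read. Free peptide defines full inhibition; unlabelled decapeptide titrated as control.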
A350 fluor = qHTS Assay for Spectroscopic Profiling in A350 Spectral Region; Compound autofluorescence, 340/450 nm, Alexa 350 dye-equivalents; active compounds read high; max dye-equivalent concentration, M; actives 11% (n = 59,000); AID 590, 2007; in the data active = max dye-equivalent concentration above about 10 nM; inconclusive = mostly about 1.1 nM to 9.6 nM
CRE Fsk mod = Cell signaling CRE-BLA (Fsk stim). CHO CRE-bla reporter (cAMP response element driving beta-lactamase), forskolin EC10, beta-lactamase ratio. Potency, µM (highest dose often 38.2 µM), inactives show at the highest dose activity change, negative = inhibition, actives largely listed as activators. actives 2.5% (n = 71,000). AID 662, 2007; active = well fitted activation curve with a large enough effect in the signal ratio, with a control signal flat, not every such curve was filed as active; inconclusive = small, poorly fitted or top-dose-only effect, or effect the other way, or a change in a side signal; the % refers to the signal ratio; also: potency is read from the fitted curve at half-maximal effect; % of control where 0% means no effect
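Forskolin analogue NKH 477 at EC10 stimulated CRE-driven beta-lactamase in CHO cells alongside compound dilution series. Beta-lactamase was measured with CCF4, excitation 405 nm, emission ratio 460/530 nm.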
Ub-GFP proteasome = Ubiquitin-GFP Assay | Ubiquitin-GFP reporter cells, proteasome inhibition, GFP fluorescence; response scale: untreated = 0%, 10 µM MG-132 = 100% | Potency, µM (doses to about 45.9 µM), for the others: at the top dose activation (GFP accumulation), actives largely listed as activators | 67,000 tested, under 10 active | AID 526, 2006; active = well fitted activation curve with a large enough effect, not every such curve was filed as active; inconclusive = small, poorly fitted or top-dose-only effect, or another doubt; inactive = no such curve, though single readings can be large or run the other way; also: potency is read from the fitted curve at half-maximal effect
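U2OS cells stably expressing ubiquitin(G76V)-GFP, seeded overnight in 0.5% FBS medium, were exposed to compounds (qHTS, 46 uM to 2.9 nM) for 4 hr at 37 °C. GFP-positive cells were counted by laser cytometry (488 ex/515 em), normalized between basal and 10 uM MG-132.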
ALOX15 inhib = qHTS Assay for Inhibitors of 15-hLO (15-human lipoxygenase); Potency, µM (titrated, usually from 57.1 µM), for the others: at the highest dose activity change, negative = inhibition, actives largely listed as inhibitors; Polyunsaturated fatty acid lipoxygenase ALOX15 (Homo sapiens), P16050; purified 15hLO-1, xylenol orange hydroperoxide absorbance; actives 1.4% (n = 74,000); also: potency is read from the fitted curve at half-maximal effect; % is scaled to controls: 0 for no effect and ±100 for the full control effect; nearly all actives have a fitted effect of over 55% in size
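40 nM 15hLO-1 + cpd, 15 min RT; start w/ 50 uM AA (final), 6 min RT; stop/detect w/ 200 uM XO + 300 uM Fe(II) in 50 mM H2SO4, 30 min; A573/A405. Buffer 25 mM Hepes pH 7.5, 0.01% Triton X-100. No-enzyme wells as negative control.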
4-MU autofl = qHTS Assay for Spectroscopic Profiling in 4-MU Spectral Region; compound autofluorescence, 340/450 nm, 4-MU equivalents; active compounds read high; max dye-equivalent concentration, M; actives 11% (n = 59,000); AID 589, 2007; in the data active = max dye-equivalent concentration above about 10 nM; inconclusive = mostly about 1.1 nM to 9.6 nM
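Compounds in 100 mM Tris, pH 8.0, sat 15 min at room temperature before fluorescence was read at 340 nm excitation/450 nm emission; a per-plate six-point 4-MU standard curve converted signals to dye-equivalent concentration at each compound concentration.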
DNA Pol III inh = qHTS Assay for Inhibitors of DNA Polymerase III Holoenzyme System; Potency, µM (titrated, usually from 57.1 µM), for inactives: at the highest dose activity change, negative = inhibition; actives 0.25% (n = 71,000); reconstituted DNA polymerase III holoenzyme replication, biochemical; also: potency is read from the fitted curve at half-maximal effect; % is scaled to controls: 0 for no effect and ±100 for the full control effect
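Reconstituted *E. coli* holoenzyme (0.35 nM Pol III, 1 nM beta, 154 nM SSB, 2 nM primase) was preincubated with compound for 15 min at RT. Synthesis on 1.4 nM ssM13Gori ran 35 min, then was stopped with PicoGreen/EDTA and read as dsDNA fluorescence.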
BRCT PPI green = qHTS Assay for Inhibitors of BRCT-Phosphoprotein Interaction (Green Fluorophore); AID 875, 2007; actives 0.05% (n = 75,000); Potency, µM (top dose mostly 76.9 µM), inactives show at the top dose activity change, negative = inhibition, most hits filed as inhibitors; Breast cancer type 1 susceptibility protein (Homo sapiens), P38398; BRCA1 BRCT-phosphopeptide binding, green fluorescence polarization;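 also: potency is read from the fitted curve at half-maximal effect; plate controls were peptide without protein for full effect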
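Compounds were incubated for 12 min at room temperature with a complex of 100 nM fluorescein-tagged pBACH1 decapeptide and 250 nM His-tagged BRCT protein. Buffer was phosphate pH 7.3 with EDTA, DTT and Tween 20. Disruption of binding lowers the polarization signal.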
* = called active by the depositor; i = inactive; ? = inconclusive; . = no result given; [ ] = remark or other dose. Unless noted, calls follow the shape of the dose curve; as a rule, active = well fitted curve in the direction sought with a large enough effect; inconclusive = small, poorly fitted or top-dose-only effect, or another doubt; inactive = no such curve, though single readings can be large; an effect the other way counts as inactive or inconclusive.

SMILES	GFP derepression	Hsp90 Hop PPI	HBB splice mod	BRCT PPI red	A350 fluor	CRE Fsk mod	Ub-GFP proteasome	ALOX15 inhib	4-MU autofl	DNA Pol III inh	BRCT PPI green
Cc1ccc(S(=O)(=O)N2CCN(C3CC(=O)N(Cc4ccccc4)C3=O)CC2)cc1C (configuration not stated)	7.2%	-4.4%	-1.0%	1.4%	i	-17.4%	3.5%	5.3%	i	-0.2%	-1.1%
CCCCOC(=O)CCn1c(=S)oc2ccccc21	1.5%	24.1%	-1.2%	-0.7%	i	?	2.8%	5.0%	i	0.9%	0.5%
COc1cc(C(=O)OC(C)CN2CCN(C)CC2)cc(OC)c1OC (configuration not stated)	0.0%	-4.0%	.	-1.3%	i	4.0%	2.8%	-0.8%	i	-3.3%	-2.1%
c1ccc(OCCn2cnc3ccccc32)cc1	2.6%	-4.4%	-0.5%	-0.8%	i	9.6%	1.0%	15.8%	i	-4.9%	-1.9%
Cc1cc(C(=O)COC(=O)C2=COCCO2)c(C)n1-c1ccc2c(c1)OCO2	-2.7%	-12.1%	-0.3%[57.5 µM]	-0.4%	i	0.1%	-1.0%	-11.2%	i	-3.3%	-1.7%
COC(=O)CSc1nnc(CNc2ccc(OC)cc2)n1C	0.0%	-3.8%	0.0%[57.5 µM]	-0.7%	i	0.8%	-0.3%	-9.8%	i	3.3%	-2.2%
O=C(NCc1ccco1)c1cc(S(=O)(=O)N2CCOCC2)c(Cl)cc1Cl	-1.0%	-5.3%	.	-3.7%	i	-4.1%	-6.9%	7.1%	i	-2.6%	0.5%
Cc1noc(C)c1C(=O)N1CCC[C@@]2(CCN(C(=O)Nc3ccccc3)C2)C1	-2.3%[9.22 µM]	-8.1%	0.7%	0.6%	i	5.8%	-11.1%	4.2%	i	-10.0%	0.2%
CCCn1c(CN2CCN(C(=O)OCC)CC2)nc2c1c(=O)n(C)c(=O)n2C	.	?	-0.2%	1.6%	.	8.8%	3.3%	27.2%	.	-8.2%	-1.9%
O=C(CCC1COc2ccccc2O1)NCc1ccco1 (configuration not stated)	-1.7%	-4.9%	1.5%	0.1%	i	-17.1%	-5.3%	-11.2%	i	-7.2%	-1.6%
Fc1ccccc1CSc1nnnn1-c1ccc2c(c1)OCO2	-2.9%	23.6%	-0.5%	-0.4%	i	-17.5%	3.7%	-4.5%	i	-4.0%	0.6%
O=C1CSc2ccccc2N1Cc1ccccc1F	6.8%	2.6%	0.6%[57.5 µM]	0.7%	i	?	4.3%	-3.9%	i	-1.6%	-0.3%

An excerpt of these results, with two lines to a compound:
Values run as follows: GFP derepression | Hsp90 Hop PPI | HBB splice mod | BRCT PPI red | A350 fluor | CRE Fsk mod | Ub-GFP proteasome | ALOX15 inhib | 4-MU autofl | DNA Pol III inh | BRCT PPI green
CCCCOC(=O)CCn1c(=S)oc2ccccc21
    1.5% | 24.1% | -1.2% | -0.7% | i | ? | 2.8% | 5.0% | i | 0.9% | 0.5%
COc1cc(C(=O)OC(C)CN2CCN(C)CC2)cc(OC)c1OC (configuration not stated)
    0.0% | -4.0% | . | -1.3% | i | 4.0% | 2.8% | -0.8% | i | -3.3% | -2.1%
c1ccc(OCCn2cnc3ccccc32)cc1
    2.6% | -4.4% | -0.5% | -0.8% | i | 9.6% | 1.0% | 15.8% | i | -4.9% | -1.9%

The list continues:
SMILES	GFP derepression	Hsp90 Hop PPI	HBB splice mod	BRCT PPI red	A350 fluor	CRE Fsk mod	Ub-GFP proteasome	ALOX15 inhib	4-MU autofl	DNA Pol III inh	BRCT PPI green
Cc1ccc(-c2nc(C3CCN(S(=O)(=O)c4ccc(C(F)(F)F)cc4)CC3)no2)cc1	5.7%	-3.7%	-0.4%	-0.9%	?	-5.6%	-12.6%	-3.3%	?	-3.9%	-0.9%
C=C1C(CCl)(CCl)C2(Cl)C(Cl)C(Cl)C1(Cl)C2(Cl)Cl (configuration not stated)	.	13.0%	-0.6%	-3.8%	.	?	.	-13.1%	.	?	0.3%
OCCNCc1ccc(OC2CCCC2)cc1	2.9%	-0.7%	-0.8%	0.9%	?	-9.7%	0.7%	4.6%	?	1.3%	-2.1%
Cc1nn(C/C(C#N)=N\O)c(C)[n+]1N	0.0%	-0.8%	-1.9%[57.5 µM]	0.7%	i	-3.6%	0.7%	3.0%	i	-1.9%	-2.8%
CCCn1c(CNc2ccccc2O)nc2ccccc21	-3.2%	?	-2.6%	-1.1%	i	8.8%	-2.5%	?	i	-6.4%	0.9%
Cn1c(=O)c(=O)n(C)c2cc(S(=O)(=O)N3CCN(c4cccc(C(F)(F)F)c4)CC3)ccc21	8.6%	-1.2%	-0.2%	-2.4%	?	2.7%	-17.9%	-3.2%	i	-4.6%	-1.5%
Cc1nnc(SCCn2c(N3CC(C)CC(C)C3)nc3c2c(=O)[nH]c(=O)n3C)s1 (configuration not stated)	1.6%	-6.2%	-0.3%[57.5 µM]	-0.8%	?	?	-0.2%	1.2%	?	2.5%	-1.3%
C/C(N)=C(/C#N)C(=O)CSc1nc(C2CCCCC2)n(-c2ccccc2)n1	-0.1%	0.8%	-3.9%	0.3%	i	5.4%	-3.4%	3.0%	i	-5.6%	0.3%
O=C(Nc1ccc2[nH]c3c(c2c1)CCCC3)c1ccco1	-1.9%	-9.6%	0.2%[57.5 µM]	-2.9%	i	-5.7%	7.1%	15.8µM*	i	?	-5.6%
CC(=O)C1=C(O)C(=O)N(CCN2CCOCC2)C1c1ccccc1 (configuration not stated)	-1.2%	-3.1%	-6.4%	-0.2%	?	?	0.6%	-8.6%	i	51.7%	-1.6%
COc1ccc(-c2nn(CCC(=O)O)cc2CCC(=O)O)cc1	0.2%	-0.8%	-3.1%	0.3%	i	-5.3%	-1.7%	7.9%	i	1.2%	-2.2%
NC(=O)c1ccc(OCC(F)(F)C(F)(F)C(F)(F)C(F)(F)C(F)(F)C(F)F)cc1	0.0%	-0.2%	-0.3%[57.5 µM]	1.6%	i	-1.0%	0.0%	-8.5%	i	0.4%	-0.6%
CCCC[C@@H]1C[C@H]1[C@@H](NP(=O)(c1ccccc1)c1ccccc1)c1ccccc1OC	.	-0.1%	-0.9%	-1.9%	.	-1.4%	.	3.5%	.	-1.2%	-1.5%
O=C(NCCN1CCOCC1)c1ccc2c(c1)N(Cc1ccccc1)CCS2	5.4%	-7.5%	-1.0%	0.0%	.	-2.8%	8.8%	-10.3%	.	-5.8%	-1.2%
O=C1CC(c2ccccc2)CN1C(=O)c1ccccc1 (configuration not stated)	-1.5%	-0.7%[11 µM]	-2.1%[0.0738 µM]	-0.5%	.	?	-4.5%[9.17 µM]	-0.2%[11.4 µM]	.	-1.3%[11.4 µM]	-2.0%
COc1cc(C(=O)Nc2ccc(OCC(=O)O)cc2)cc(OC)c1OC	1.9%	-4.6%	-7.4%	0.5%	.	8.6%	12.7%	-24.3%	.	2.2%	-6.0%
COc1ccccc1NS(=O)(=O)c1ccc(C)c(C(=O)NCC2CCCO2)c1 (configuration not stated)	2.1%	-2.9%	-0.8%	0.7%	i	-7.5%	-2.6%	13.0%	i	1.2%	-0.7%
Cc1nc2c(c(=O)n1Cc1ccccc1Cl)c1nc3ccccc3nc1n2Cc1ccco1	4.4%	-5.0%	9.1%[0.369 µM]	-1.0%	4.96e-07M*	7.4%	2.6%	?	3.69e-07M*	-20.0%	-0.3%
Fc1ccc2nc3n(c2c1F)CCCCCC3	4.3%	6.6%	0.2%[57.5 µM]	0.2%	i	-8.5%	3.8%	6.8%	i	-2.0%	-0.5%
CC(=O)n1nc(-c2ccccc2)nc1NCc1ccc(F)cc1	2.7%	10.0%	1.4%	-3.6%	i	?	4.1%	-5.8%	i	4.5%	2.4%
COc1ncc2ncc(=O)n(Cc3ccc(F)cc3)c2n1	4.9%[9.22 µM]	-4.3%	0.2%	-0.3%	i	-0.4%	-2.0%	-1.2%	i	-6.6%	-1.4%
COc1ccc(OC)c(-c2nnc(SCC(=O)NC3CCCCC3)o2)c1	-5.0%	-0.2%	-0.6%	-0.7%	.	17.1%	8.7%	-1.1%	.	1.8%	-0.3%
